# FadD28 FP inh – inhibitors of FadD28 bisubstrate probe binding, primary screen, biochemical, fluorescence polarization, single point | Mycobacterium tuberculosis FadD28 fatty-acid-AMP ligase | inhibition, % at 12.5 µM | hit rate 0.22% among 360,000 | AID 588549, 2011; in the data active = inhibition above about 8.5%, passing the limit was not always enough; inconclusive = no clear call, values can overlap the other calls
# Y pestis TopoI – Yersinia pestis topoisomerase I inhibitors, primary screen, biochemical, cleavage product accumulation, plate reader, single point; hit rate 0.064% among 360,000; activity, % at 10 µM; DNA topoisomerase I (Yersinia pestis CO92); Y. pestis Topo-I cleavage product accumulation; in the data active = activity above about 50%, passing the limit was not always enough; inconclusive = no clear call, values can overlap the other calls; also: inactives centre near 2
# PfHsp40 rescue – rescue of yeast from PfHsp40 toxicity, primary screen, S. cerevisiae, ATP luminescence; growth rescue, % at 12.5 µM; AID 504582, 2011; S. cerevisiae expressing PfHsp40, growth rescue; hit rate 0.68% among 340,000; in the data active = growth rescue above about 28%, passing the limit was not always enough; inconclusive = no clear call, values can overlap the other calls;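 also: yeast W303a lacking pdr1 and pdr3 grown in galactose medium; growth measured after three days at 30 °C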
# BoNT F protease – BoNT/F light chain protease inhibitors, primary screen, biochemical, flow cytometry, MLPCN library; Multiplex microsphere protease cleavage assay; inhibition, % at 10 µM; hit rate 0.22% among 360,000; in the data active = inhibition above about 35%, passing the limit was not always enough; inconclusive = no clear call, values can overlap the other calls; also: plate controls were buffer without enzyme for full effect and enzyme alone for no effect
# Anthrax LF prot – Bacillus anthracis LF protease inhibitors, primary screen, biochemical, multiplex microsphere, MLPCN library. inhibition, % at 10 µM. multiplex microsphere protease cleavage assay. hit rate 0.12% among 360,000. Lethal factor (Bacillus anthracis), P15917; also: plate controls were buffer without enzyme for full effect and enzyme alone for no effect
# Target sequence (P15917 whole entry, looked up): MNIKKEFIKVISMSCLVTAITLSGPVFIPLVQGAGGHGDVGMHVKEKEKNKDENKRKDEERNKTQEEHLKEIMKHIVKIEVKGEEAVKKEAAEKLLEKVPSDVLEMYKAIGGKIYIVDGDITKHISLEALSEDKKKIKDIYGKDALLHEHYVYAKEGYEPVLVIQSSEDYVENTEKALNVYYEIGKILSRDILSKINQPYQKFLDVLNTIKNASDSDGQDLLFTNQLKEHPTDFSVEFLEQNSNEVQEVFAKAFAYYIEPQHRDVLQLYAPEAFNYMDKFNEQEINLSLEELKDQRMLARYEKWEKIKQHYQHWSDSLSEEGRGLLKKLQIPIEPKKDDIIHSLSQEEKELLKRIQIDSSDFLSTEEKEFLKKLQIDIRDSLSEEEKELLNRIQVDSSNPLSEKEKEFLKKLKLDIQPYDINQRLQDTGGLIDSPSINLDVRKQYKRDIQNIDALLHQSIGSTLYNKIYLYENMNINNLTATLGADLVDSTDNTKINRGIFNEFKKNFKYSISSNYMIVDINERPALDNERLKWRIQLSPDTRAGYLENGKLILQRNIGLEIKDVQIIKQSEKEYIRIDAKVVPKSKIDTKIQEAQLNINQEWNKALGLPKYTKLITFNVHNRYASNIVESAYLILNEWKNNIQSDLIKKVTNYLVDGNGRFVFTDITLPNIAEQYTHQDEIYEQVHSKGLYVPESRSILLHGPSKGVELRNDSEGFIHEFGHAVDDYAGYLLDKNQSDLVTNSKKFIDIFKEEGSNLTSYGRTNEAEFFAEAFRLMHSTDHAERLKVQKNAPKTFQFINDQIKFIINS
# CCHFV vOTU inh – CCHFV vOTU protease inhibitors, primary screen, biochemical, Pep-AMC substrate, fluorescence; Crimean-Congo hemorrhagic fever virus L polyprotein viral ovarian tumor (vOTU) protease …; inhibition, % at 11.5 µM; hit rate 0.55% among 370,000; in the data active = inhibition above about 30%; also: 0% = vehicle wells with enzyme and 100% = no enzyme wells
# BoNT-A LC inh2 – BoNT/A light chain protease inhibitors, primary screen, biochemical, flow cytometry, MLPCN library. Botulinum neurotoxin type A light chain protease (Clostridium botulinum A str. ATCC 3502). multiplex microsphere protease substrate cleavage. hit rate 0.17% among 360,000. inhibition, % at 10 µM; also: plate controls were buffer without enzyme for full effect and enzyme alone for no effect
# TcdB inh – TcdB glycohydrolase inhibitors, primary screen, biochemical, single point, plate reader | Toxin B (Clostridioides difficile), P18177 | TcdB glycohydrolase enzymatic assay | inhibition, % at 9.99 µM | hit rate 0.24% among 350,000 | AID 652162, 2013; in the data active = inhibition above about 10%
# PrPC surface inh – inhibitors of human cell surface prion protein PrPC, primary screen, cell-based, TR-FRET. inhibition, % at 13.8 µM. hit rate 0.43% among 370,000. TR-FRET read-out. Major prion protein (Homo sapiens), P04156; in the data active = inhibition above about 24%; also: 0% = median of the test wells and 100% = reference compound wells
# The depositor's hits bear a star; ? = inconclusive; . = no result given. Rule as the data show it, unless noted: active = inhibition above about 30%; inconclusive = no clear call, values can overlap the other calls; inactive = below that. Compounds as they come, and some 2.3% of all compounds hit somewhere here.
no.	canonical_smiles	FadD28 FP inh	Y pestis TopoI	PfHsp40 rescue	BoNT F protease	Anthrax LF prot	CCHFV vOTU inh	BoNT-A LC inh2	TcdB inh	PrPC surface inh
1	CCCN1CNC(=S)N(c2cc(C)ccc2C)C1	-0.4	4	0.5	4	-1	-13	2.5	.	6
2	O=C(CCC1CCCN(C(=O)c2ccc3c(c2)OCCO3)C1)NCc1ccccc1F (configuration not stated)	-1.0	-5	0.1	-2	0	-12	-0.1	0.4	2
3	Nc1ccc(CN2CCCCCC2)cc1	-2.1	-3	-1.6	-15	-7	10	-0.1	.	1
4	COc1ccccc1NC(CC(=O)c1ccccc1)C(=O)OCC(=O)c1ccc(C)c(C)c1 (configuration not stated)	0.4	5	-0.4	-10	-2	19	-1.6	1.3	3
5	CC(C)Cn1c(SCc2nnc(-c3cccs3)o2)nc(O)cc1=O	-5.4	10	1.5	-40	-2	7	-2.2	.	-9
6	CC(C)CC(=O)Nc1ccnn1C1CCN(C(=O)c2ccc(Cl)cc2F)CC1	-3.0	-3	0.3	-3	-1	12	1.1	-1.3	1
7	O=c1[nH]c(=O)n(C2CCCCC2)c(O)c1/C=N/N1CCCCC1c1cccnc1 (configuration not stated)	0.3	6	1.2	-7	-2	-5	0.0	0.7	-2
8	CN(C)CCNc1cccc2sc3ccc(O)cc3c(=O)c12	0.2	.	.	-21	-9	8	0.6	39*	-37
9	Cc1ccc(NC(=O)CSCC(=O)N(C)CC(=O)Nc2ccccc2C(F)(F)F)cc1	-2.2	-4	0.8	10	-2	10	2.0	-1.7	-1
10	OC(CNCc1ccc(Cl)cc1)C(F)(F)F (configuration not stated)	-0.1	-7	0.2	-1	3	-3	1.3	0.4	-6
11	Cc1nnc(SCC(=O)NC2CCCC2)n1C(C)C	-0.7	-11	23	-1	0	-9	0.5	-0.2	2
12	O=C(NCc1ccco1)C1CCN(C(=O)c2ccc([N+](=O)[O-])cc2)CC1	1.4	4	-1.8	-1	0	-5	-2.0	0.4	-16
13	CCN(CC)c1nc(N)c(C#N)c(CC#N)c1C#N	-1.9	4	-0.2	0	-1	8	-0.3	2.2	1
14	CCn1c(CSCc2ccccc2)n[nH]c1=S	0.8	-3	0.9	-4	-3	-16	-0.5	1.7	-3
15	O=C(O)c1cc(C(=O)C2CCCCC2)c[nH]1	-0.4	2	0.1	-3	-6	9	-0.1	0.4	6
16	COCC(=O)NC(C)c1nc2ccccc2[nH]1 (configuration not stated)	-1.6	-3	-0.6	-4	1	6	0.6	.	8
17	Cc1ccc(NC(=O)COC(=O)C2CC(=O)N(Cc3ccccc3)C2)cc1S(=O)(=O)N(C)C (configuration not stated)	-4.3	2	-0.4	0	0	3	-0.4	-0.4	9
18	O=C(/C=C/c1ccc(-c2ccccc2[N+](=O)[O-])o1)c1ccco1	-5.7	-2	0.2	-2	5	-5	6.4	0.0	-12
19	Cc1cc(C(=O)CC#N)c(C)n1-c1ccc(OC(F)F)cc1	-0.4	-2	2.6	4	-2	3	-1.4	.	0
20	CC(=O)Nc1ccc(SC[C@H](Cc2ccccc2)N2CCN(CC(C)C)CCC2=O)cc1	-2.3	22	1.2	-2	3	13	0.8	0.3	-1

# Exported with values under each structure: part of the list above.
# Below each compound: FadD28 FP inh	Y pestis TopoI	PfHsp40 rescue	BoNT F protease	Anthrax LF prot	CCHFV vOTU inh	BoNT-A LC inh2	TcdB inh	PrPC surface inh
1. CCCN1CNC(=S)N(c2cc(C)ccc2C)C1
    -0.4	4	0.5	4	-1	-13	2.5	.	6
2. O=C(CCC1CCCN(C(=O)c2ccc3c(c2)OCCO3)C1)NCc1ccccc1F (configuration not stated)
    -1.0	-5	0.1	-2	0	-12	-0.1	0.4	2
3. Nc1ccc(CN2CCCCCC2)cc1
    -2.1	-3	-1.6	-15	-7	10	-0.1	.	1
4. COc1ccccc1NC(CC(=O)c1ccccc1)C(=O)OCC(=O)c1ccc(C)c(C)c1 (configuration not stated)
    0.4	5	-0.4	-10	-2	19	-1.6	1.3	3
5. CC(C)Cn1c(SCc2nnc(-c3cccs3)o2)nc(O)cc1=O
    -5.4	10	1.5	-40	-2	7	-2.2	.	-9
6. CC(C)CC(=O)Nc1ccnn1C1CCN(C(=O)c2ccc(Cl)cc2F)CC1
    -3.0	-3	0.3	-3	-1	12	1.1	-1.3	1
7. O=c1[nH]c(=O)n(C2CCCCC2)c(O)c1/C=N/N1CCCCC1c1cccnc1 (configuration not stated)
    0.3	6	1.2	-7	-2	-5	0.0	0.7	-2
8. CN(C)CCNc1cccc2sc3ccc(O)cc3c(=O)c12
    0.2	.	.	-21	-9	8	0.6	39*	-37
9. Cc1ccc(NC(=O)CSCC(=O)N(C)CC(=O)Nc2ccccc2C(F)(F)F)cc1
    -2.2	-4	0.8	10	-2	10	2.0	-1.7	-1
10. OC(CNCc1ccc(Cl)cc1)C(F)(F)F (configuration not stated)
    -0.1	-7	0.2	-1	3	-3	1.3	0.4	-6
11. Cc1nnc(SCC(=O)NC2CCCC2)n1C(C)C
    -0.7	-11	23	-1	0	-9	0.5	-0.2	2
12. O=C(NCc1ccco1)C1CCN(C(=O)c2ccc([N+](=O)[O-])cc2)CC1
    1.4	4	-1.8	-1	0	-5	-2.0	0.4	-16
13. CCN(CC)c1nc(N)c(C#N)c(CC#N)c1C#N
    -1.9	4	-0.2	0	-1	8	-0.3	2.2	1
14. CCn1c(CSCc2ccccc2)n[nH]c1=S
    0.8	-3	0.9	-4	-3	-16	-0.5	1.7	-3
15. O=C(O)c1cc(C(=O)C2CCCCC2)c[nH]1
    -0.4	2	0.1	-3	-6	9	-0.1	0.4	6
16. COCC(=O)NC(C)c1nc2ccccc2[nH]1 (configuration not stated)
    -1.6	-3	-0.6	-4	1	6	0.6	.	8

# Next compounds:
no.	canonical_smiles	FadD28 FP inh	Y pestis TopoI	PfHsp40 rescue	BoNT F protease	Anthrax LF prot	CCHFV vOTU inh	BoNT-A LC inh2	TcdB inh	PrPC surface inh
21	O=C(CSc1nccn1Cc1ccco1)Nc1ccccc1C(F)(F)F	-5.6	-5	-0.8	-4	10	6	-0.8	1.9	6
22	CCS(=O)(=O)c1ncc(Cl)c(C(=O)Nc2ccc(S(=O)(=O)N3CCC(C)CC3)cc2)n1	8.9*	25	1.0	-9	0	24	-1.5	0.5	79*
23	CCC1SC(=Nc2cccc(C)c2)NC1=O (configuration not stated)	-3.2	4	-0.6	10	-2	-1	-0.6	1.2	3
24	CNC(=O)C1CC(=O)N(c2ccc(F)c(Cl)c2)C1 (configuration not stated)	0.3	3	-0.8	-3	-4	-3	-0.4	.	-6
25	COc1ccc(CNC(=O)c2ccc(CN3CCOCC3)cc2)cc1	-3.8	9	0.6	15	5	-1	1.2	.	2
26	Cc1cccc(NC(=O)c2cc3ccccc3nc2C)c1	-0.4	3	-1.1	-2	-2	-11	2.1	2.9	6
27	CCOC(=O)C1CCCN(C(=O)c2ccc(CS(=O)(=O)c3ccc(C)cc3)o2)C1 (configuration not stated)	1.3	15	-0.4	-12	-6	.	-0.7	.	.
28	Cc1ccc(NC(=O)CSc2nc3ccccc3c(=O)n2CCCC(=O)NCC2CCCO2)cc1 (configuration not stated)	-2.9	2	-0.4	5	3	10	0.5	0.6	-6
29	CC1=NOC2(C)Nc3ncnn3C(c3ccccc3)C12 (configuration not stated)	-0.4	1	1.1	5	-1	0	-0.7	.	-2
30	C[C@H](NC(=O)C1CCC(CNC(=O)[C@@H]2CCCN2C(=O)OC(C)(C)C)CC1)C(=O)O (some centres not stated)	.	4	-0.8	24	0	-19	-2.0	-0.3	-5
31	CC(C)[C@H](NC(=O)c1ccccc1)C(=O)OCC(=O)/C=C1/N(C)c2ccccc2C1(C)C	-2.7	29	3.7	-5	-3	7	-1.6	-0.1	1
32	O=C(Nc1ccccc1C(=O)Nc1ccccn1)c1ccccc1F	-0.2	6	2.4	45*	11	-7	0.8	1.7	-6
33	COc1cccc(C2C(C(=O)c3ccc(C)o3)=C(O)C(=O)N2CCN2CCOCC2)c1OC (configuration not stated)	-0.5	7	-0.2	-8	-3	8	-2.2	2.5	4
34	Cc1c(C(=O)N/N=C/C(C)C)[nH]c2ccc([N+](=O)[O-])cc12	-2.5	-8	0.9	-3	0	3	-0.6	0.0	-11
35	CCc1ccccc1NC(=O)CSc1nc2[nH]c(=O)cc(O)c2s1	-1.6	2	-0.2	-7	1	1	1.9	-0.7	-7
36	CC1C2NC(=O)N(Cc3ccccc3)C1(C)Oc1ccccc12 (configuration not stated)	-2.6	11	-1.4	-7	-4	-4	-0.3	1.9	4
37	Nc1nonc1C(=O)OCC(=O)N1CCCCC1	-1.6	2	-1.4	4	-2	-6	-0.4	.	4
38	CC(OC(=O)C1CC(=O)N(Cc2ccccc2)C1)C(=O)Nc1ccc(F)cc1Cl (configuration not stated)	-3.4	10	-0.9	?	?	-4	?	-2.8	0
39	COc1cccc(CNC(=O)CNC(=S)N(Cc2ccccc2)Cc2ccccc2F)c1	-6.9	5	2.9	-10	1	4	-1.1	0.2	7
40	O=C(COC(=O)c1ccc(F)cc1)NCC1COc2ccccc2O1 (configuration not stated)	-1.2	2	-0.4	5	-1	1	-0.9	-1.1	-2
41	COC(=O)CC(NC(=O)c1cccs1)c1ccc(OC)c(OC)c1 (configuration not stated)	0.1	-7	-1.4	-4	-3	-1	0.4	0.3	0
42	CS(=O)(=O)Oc1ccc(Br)cc1/C=C1/N=C(c2ccco2)OC1=O	-1.1	3	-0.5	-3	-1	11	-1.5	.	1
43	COc1ccc(-n2nc(C(=O)Nc3ccc4c(c3)OCO4)c3ccccc3c2=O)cc1	-1.3	48	-2.6	11	-4	2	-0.7	.	4
44	O=C(CN1CCOCC1)N/N=C/c1c(O)ccc2ccccc12	-2.9	2	-0.1	18	-9	9	2.1	-20	-6
45	COc1cc(/C=N/NC(=O)c2ccncc2)ccc1OC(=O)c1ccc([N+](=O)[O-])cc1	1.5	-2	-2.0	6	2	11	0.6	.	-3
46	COc1ccc(CNCCS(=O)(=O)NC2CCCCC2)cc1	-1.0	3	1.6	-14	-4	2	-0.4	0.7	-4
47	CN(C(=O)c1ccccc1)c1ccccc1C(=O)NCCc1ccccc1	1.1	8	-0.6	6	-2	6	1.9	0.6	6
48	O=C(c1cc(-c2ccccn2)nc2c(Cl)cccc12)N1CCN(C(=O)C2CCCO2)CC1 (configuration not stated)	-0.2	17	-1.7	4	1	9	2.1	.	-4
49	CN1C(C(=O)NCC2CC2)CC2Cn3c(nc4cc(Cl)c(Cl)cc43)C21 (configuration not stated)	-3.7	2	0.4	-2	-6	3	0.0	-0.8	-2
50	O=C(COc1ccc2ccc(=O)oc2c1)NCCc1c[nH]c2ccc(F)cc12	-0.1	9	1.0	0	2	8	0.5	1.0	7

# Bioassay records (PubChem)
